# Screening data from PubChem BioAssay.
# NPC1 prom act = activators of NPC1 promoter; Huh7 NPC1 promoter luciferase reporter, 24 h; Potency, µM (doses to about 9.22 µM), without a hit: top-dose activation, actives largely listed as activators; 2.4% of 320,000 active; AID 485313;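 further: potency means the concentration at half of the fitted maximal effect; % of control where 0% means no effect; nearly all actives have a fitted effect of over 60% in size; reporter is driven by a mutant NPC1 promoter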
#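 Stably transfected Huh7 (NPC1 promoter→luciferase), 1500 cells/well in Opti-MEM + 10% FBS, 2 h settle, then compound 24 h at 37 °C. Luminescence after 10 min with Amplite reagent.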
# Menin-MLL TR inh = menin-MLL binding inhibition, Texas Red mutant peptide; 0.23% of 270,000 active; Potency, µM (series often up to 61.6 µM), inactives show top-dose FP activity change, negative = inhibition, usual class: inhibitors; Menin + Texas Red MLL mutant peptide, fluorescence polarization; O00255; AID 1768; active means well fitted inhibition curve with a large enough effect in the polarisation, with a control signal flat, not every such curve was filed as active; inconclusive means small, poorly fitted or top-dose-only effect, or effect the other way, or a change in a side signal; inactive means no such curve, though single readings can be large or run the other way; the % refers to the polarisation; further: potency means the concentration at half of the fitted maximal effect; % of control where 0% means no effect; many of its hits are not listed in these tables
# Target sequence (O00255 whole entry, looked up): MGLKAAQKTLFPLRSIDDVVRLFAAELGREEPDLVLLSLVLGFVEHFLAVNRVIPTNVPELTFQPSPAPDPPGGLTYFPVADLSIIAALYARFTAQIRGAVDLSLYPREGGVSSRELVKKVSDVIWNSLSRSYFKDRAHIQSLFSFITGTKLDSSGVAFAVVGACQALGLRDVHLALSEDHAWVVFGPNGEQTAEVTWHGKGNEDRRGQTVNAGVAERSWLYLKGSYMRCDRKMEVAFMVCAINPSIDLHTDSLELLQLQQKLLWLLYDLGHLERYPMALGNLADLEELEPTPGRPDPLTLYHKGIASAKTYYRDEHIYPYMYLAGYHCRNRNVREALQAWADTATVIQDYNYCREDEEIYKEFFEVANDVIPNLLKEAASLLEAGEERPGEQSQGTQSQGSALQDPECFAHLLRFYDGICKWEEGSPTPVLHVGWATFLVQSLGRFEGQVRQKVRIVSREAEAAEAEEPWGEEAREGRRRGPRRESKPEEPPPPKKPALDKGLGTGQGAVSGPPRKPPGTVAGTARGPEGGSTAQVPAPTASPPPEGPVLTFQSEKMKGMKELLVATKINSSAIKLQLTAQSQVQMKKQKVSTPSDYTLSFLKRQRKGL
# ELG1 genotoxic = genotoxicity induction in ELG1-luciferase HEK293T cells | HEK293T ELG1-luciferase reporter, luminescence, 16 h | Potency, µM (series often up to 46 µM), for the others: at the highest dose activity change, positive = activation, most hits filed as activators | 1.3% of 330,000 active; further: potency means the concentration at half of the fitted maximal effect; % of control where 0% means no effect; nearly all actives have a fitted effect of over 60% in size
#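 HEK293T cells expressing luciferase-tagged ELG1 were exposed to compound or DMSO vehicle for 16 hr at 37 °C and 5% CO2. Luciferase activity was then measured with ONE-Glo after 30 min at room temperature.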
# p53 reactivator = re-activators of mutant p53. H1299 p53-A138V BP100-luciferase reporter, luminescence, 24 h. Potency, µM (doses to about 92.2 µM), inactives show at the highest dose activity change, positive = activation, most hits filed as activators. 0.063% of 320,000 active; further: potency means the concentration at half of the fitted maximal effect; % of control where 0% means no effect; nearly all actives have a fitted effect of over 45% in size
#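 p53-null H1299 cells stably carrying temperature-sensitive p53-A138V and a BP100-luciferase reporter were pinned with compounds (4-point, 1:5 series) and held 24 hrs at 37 deg C. Luminescence was read 10 min after detection reagent.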
# RORg inh = blocks mouse ROR gamma transcriptional activity; P51450; Drosophila S2 Gal4-RORgamma UAS-luciferase reporter, 20 h; Potency, µM (doses to about 53.6 µM), without a hit: at the top dose activity change, negative = inhibition, usual class: inhibitors; 5.4% of 310,000 active; further: potency means the concentration at half of the fitted maximal effect; on the % scale 0 is the no-effect control and ±100 the full control effect; nearly all actives have a fitted effect of over 60% in size
# Target sequence (P51450 whole entry, looked up, the tested form may be a part): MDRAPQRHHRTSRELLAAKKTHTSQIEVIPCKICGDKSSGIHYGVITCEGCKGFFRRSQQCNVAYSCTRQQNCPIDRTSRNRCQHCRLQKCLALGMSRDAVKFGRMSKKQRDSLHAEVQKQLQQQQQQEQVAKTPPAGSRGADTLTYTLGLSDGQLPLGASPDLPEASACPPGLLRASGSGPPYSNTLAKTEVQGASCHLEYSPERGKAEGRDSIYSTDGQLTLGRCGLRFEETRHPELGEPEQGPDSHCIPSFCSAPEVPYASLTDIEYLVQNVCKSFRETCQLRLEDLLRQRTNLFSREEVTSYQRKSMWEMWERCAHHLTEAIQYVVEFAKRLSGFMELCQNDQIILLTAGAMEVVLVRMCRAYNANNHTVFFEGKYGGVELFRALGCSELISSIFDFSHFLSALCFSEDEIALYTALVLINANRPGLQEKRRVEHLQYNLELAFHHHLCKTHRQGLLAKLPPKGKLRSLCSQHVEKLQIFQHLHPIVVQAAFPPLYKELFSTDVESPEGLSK
#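 ROR gamma transcriptional activity was tracked as Gal4-UAS luciferase output in stably transfected Drosophila Schneider cells, with compound added 1 hr before 700 uM copper sulfate induction and a 20 hr ambient-temperature incubation.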
# Rab9 prom act = Rab9 promoter activation | 2.8% of 320,000 active | AID 485297 | Huh7 Rab9 promoter-luciferase reporter, luminescence, 24 h | Potency, µM (highest dose often 9.22 µM), without a hit: at the highest dose activation, negative = inhibition, hits mostly activators; further: potency means the concentration at half of the fitted maximal effect; % of control where 0% means no effect; nearly all actives have a fitted effect of over 60% in size
#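 Cells were plated at 1500 per well in reduced-serum medium with 10% FBS and left 2 h. Compound in DMSO was then added for 24 h at 37 °C. Reporter signal was read by luminescence after 10 min with luciferase detection reagent.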
# Gal4-VP16 FLuc = counter-screen for ROR gamma inhibitors: Gal4-VP16 reporter. Drosophila S2 Gal4-VP16 UAS-luciferase, luminescence, 20 h. Potency, µM (highest dose often 53.6 µM), inactives show at the top dose activity, negative = inhibition, actives largely listed as inhibitors. 3.5% of 310,000 active. AID 2546;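 further: Gal4-VP16 expression switched on by copper sulfate through the metallothionein promoter; potency means the concentration at half of the fitted maximal effect; on the % scale 0 is the no-effect control and ±100 the full control effect; nearly all actives have a fitted effect of over 50% in size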
# PKM2 activator = increases activity of human pyruvate kinase M2; P14618; purified PKM2, Kinase-Glo ATP luminescence, activation; response scale: 0% is enzyme alone, no compound; Potency, µM (series often up to 57.5 µM), for inactives: top-dose activation, hits mostly activators; 0.34% of 260,000 active; further: potency means the concentration at half of the fitted maximal effect; on the % scale 0 is the no-effect control and ±100 the full control effect; nearly all actives have a fitted effect of over 55% in size
#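 Purified hPK-M2 (>95% pure) converted ADP (0.1 mM final) to ATP with 0.5 mM PEP in 50 mM imidazole pH7.2, KCl, MgCl2, Tween 20, BSA; 1 h at room temperature. ATP detected by Kinase-Glo luminescence.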
# FLuc counter = counter-screen for miR-21 project: firefly luciferase inhibitors or activators; purified FLuc, Km substrates, luminescence inhibition; Potency, µM (top dose mostly 57.5 µM), for the others: at the highest dose activity change, negative = inhibition, most hits filed as inhibitors; P08659; 6.9% of 360,000 active;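 further: potency means the concentration at half of the fitted maximal effect; plate controls were vehicle for no effect and reference inhibitor for full effect; nearly all actives have a fitted effect of over 55% in size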
#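 Purified P. pyralis luciferase, 10 nM final, with Km-level 10 uM D-luciferin and 10 uM ATP in 50 mM Tris acetate pH 7.5, 10 mM Mg acetate, 0.01% Tween-20, 0.05% BSA; 6-point qHTS titration about 60 µM downward; luminescence read.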
# BRCA1 expr up = increases BRCA1 expression | MCF7-BRCA1-FFLuc reporter, luminescence, 48 h; response scale: scaled: vehicle 0%, 10 µM genistein 100% | AID 624202 | 1.1% of 380,000 active | Potency, µM (series often up to 46.1 µM), for the others: at the highest dose activation, usual class: activators; further: potency means the concentration at half of the fitted maximal effect; nearly all actives have a fitted effect of over 80% in size; some results filed as inactive show a strong effect at the top dose
#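 48 h compound treatment of MCF7-BRCA1-FFLuc cells (phenol-red free MEM, 37 °C), then 15 min with luciferase substrate and luminescence imaging.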
# Giardia kill = Giardia lamblia killing | Giardia lamblia trophozoite viability | activity change, % at 7.66 µM, hits read low | 0.15% of 340,000 active; in the data active means activity change below about -80%; inconclusive means between about -30% and that limit;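 further: parasites exposed to compound for two days anaerobically before the ATP read; on the % scale 0 is the no-effect control and ±100 the full control effect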
#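 Each well holds 100 Giardia trophozoites and compound. After two days (48 hrs) at 37 deg C in anaerobic conditions, ATP is quantified by luminescence.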
# * = called active by the depositor; ? = inconclusive; . = no result given; & = joins results of further samples; [ ] = remark or other dose. Unless noted, the call rests on the fitted dose curve; in most records, active means well fitted curve in the direction sought with a large enough effect; inconclusive means small, poorly fitted or top-dose-only effect, or another doubt; inactive means no such curve, though single readings can be large; an effect the other way counts as inactive or inconclusive.
SMILES,NPC1 prom act,Menin-MLL TR inh,ELG1 genotoxic,p53 reactivator,RORg inh,Rab9 prom act,Gal4-VP16 FLuc,PKM2 activator,FLuc counter,BRCA1 expr up,Giardia kill
Cc1cc(N2CCOCC2)n2nc(C)c(-c3ccccc3Cl)c2n1,-1%,?,-5%,1%,-15%,-3%,-6%,.,-5%,-18%,-16
N#Cc1c(CSCC(=O)O)cc(=O)n2c1[nH]c1ccccc12,-2%,.,-1%,-1%,-16%,-3%,7%,-23%,?,-2%,21
C=CCNc1nc(N)c(C(=O)Nc2cc(C)on2)s1,?,0%,16%,?,?,?,24%,-9%,17µM*,?,-29
O=C(/C=C/c1ccc(S(=O)(=O)N2CCOCC2)cc1)NC(=S)Nc1ccc(N2CCOCC2)cc1,0%,8%,16%,7%,5.6µM*,2%,-16%,1%,-1%,-18%,13
CCCCN1C(=O)C(O)(CC(=O)c2ccccn2)c2ccccc21 (configuration not stated),-10%,-10%,-2%,-5%,-15%,-5%,-13%[10 µM],-1%,0%,0%,20
Cc1cccc(NC(=O)c2cc3cc([N+](=O)[O-])ccc3s2)n1,29%,1%,16%,25%,-1%,?,2%,0%,7%,50%,-3
CCC(C)NC(=O)C(=O)NCc1ccccn1 (configuration not stated),-2%,-7%,0%,11%,1%,3%,4%,3%,-1%,0%,-21
COC(c1ccccc1)c1nnc(CCC(=O)N(C)C(C2CC2)C2CC2)o1 (configuration not stated),?,-8%,?,20%,0%,2.8µM*,-10%,4%,13µM*,?,1
COc1ccc(CP(=O)(c2ccccc2)c2ccccc2)cc1,-3%,-15%,-3%,.,4%,-1%,4%,1%,3%,-3%,9
CC(=O)NC(CC(=O)OCC(=O)N1c2ccccc2NC(=O)C1(C)C)c1ccccc1 (configuration not stated),-2%,.,2%,10%,.,-3%,.,.,1%,-11%,-8
COc1cc(C2C(C#N)=C(N)Oc3cc(C)oc(=O)c32)cc(OC)c1OC (configuration not stated),-1%,.,2%,0%,-1%,3%,-2%,-1%,3%,-19%,9
CN1CCN(NC(=O)c2cc([N+](=O)[O-])cc([N+](=O)[O-])c2)CC1,2%,-21%,3%,7%,-25%,2%,1%,-3%,1%,-26%,-2
COc1ccc(S(=O)(=O)NC2CCSc3ccccc32)cc1OC (configuration not stated),0%,11%,-2%,-3%,34%,-4%,-2%,-4%,-2%,-9%,-26
Fc1ccccc1CCNc1c2c(nc3ncnn13)CCCC2,0%,5%,2%,-1%,20%,-1%,6%,-5%,-1%,1%,-23
CNC(=O)/C(=N\O)c1ccccc1,-8%,5%,-6%,-5%,-13%,7%,-1%,-2%,5%,.,.

# The final 2 compounds of the section before are carried over, then new ones follow:
SMILES,NPC1 prom act,Menin-MLL TR inh,ELG1 genotoxic,p53 reactivator,RORg inh,Rab9 prom act,Gal4-VP16 FLuc,PKM2 activator,FLuc counter,BRCA1 expr up,Giardia kill
Fc1ccccc1CCNc1c2c(nc3ncnn13)CCCC2,0%,5%,2%,-1%,20%,-1%,6%,-5%,-1%,1%,-23
CNC(=O)/C(=N\O)c1ccccc1,-8%,5%,-6%,-5%,-13%,7%,-1%,-2%,5%,.,.
COc1ccccc1-c1cc(C(=O)Nc2cc(C)n(Cc3ccc(Cl)cc3)n2)no1,-3%,-22%,3%,-1%,9%,-5%,-22%,9%,-22%,-71%,34[activator]
CC(=O)N/C(=N/c1nc(C)cc(C)n1)Nc1cccc(C)c1,0%,-8%,0%,9%,-37%,-4%,3%,.,0%,-20%,-3
O=C(N/N=C/c1ccco1)c1ccc(C(=O)N/N=C/c2ccco2)o1,-4%,-1%,1%,-3%,18%,-1%,-7%,-2%,?,-2%,10
CCCCNC(=S)NC(C)(C)CO,-2%,10%,0%,13%,4%,-3%,5%,-8%,3%,-3%,3
CCN(C(=O)CN1C(=O)S/C(=C\C=C\c2ccccc2)C1=O)C1CCS(=O)(=O)C1 (configuration not stated),1%,0%,1%,20%,-24%,9%,-4%,.,-16%,-8%,-14
CC1=CC(C)(C)Nc2ccc(OC(=O)CN3C(=O)c4cccc5cccc(c45)C3=O)cc21,-6%,?,4%,-12%,-38%,1%,-20%,29%,-5%,-97%[inhibitor],4
CC(C)(C)N(Cc1ccccc1)C(=O)COC(=O)C1=NN(c2ccccc2)C(=O)CC1,1%,.,2%,-2%,.,3%,.,.,0%,0%,-6
COc1cc(/C=N/n2nnnc2N)ccc1OCC(N)=O,-3%,6%,1%,?,4%[1.91 µM],-2%,-2%,16%,-1%,20%,-2
O=C(NCc1ccco1)C1CCN(S(=O)(=O)N2CCC3(CC2)OCCO3)CC1,-3%,11%,1%,-1%,-30%,0%,-1%,7%,4%,-9%,11
CCCc1nnc(NC(=O)CCC(=O)N2CCN(Cc3ccc(C)cc3C)CC2)s1,-6%,?,-6%,19%,?,-3%,-23%,1%,1%,7%,2
Cc1cc(C)n(-c2ccc(Cl)c(C(=O)NCc3ccccc3)n2)n1,-2%,-12%,0%,-1%,-28%,-1%,7%,-13%,-1%,-12%,-5
O=C(/C=C/c1cccs1)Nc1cccc(NC(=O)/C=C/c2cccs2)n1,?,?,-3%,?,?,?,-25%,-19%,1.9µM*,1%,5
Cc1cc(C(=O)CN2C(=O)NC(C)(CC(C)C)C2=O)c(C)n1-c1ccc2c(c1)OCO2 (configuration not stated),-6%,-28%,-2%,0%,39%,0%,-7%,0%,-9%,-32%,4
COC(=O)C1=C(C)N(Cc2ccccc2)C(=S)N[C@H]1CCc1ccccc1,-2%,-11%,.,.,4.5µM*,-2%,?,0%,5%,.,.
Cc1cc(C)nc(NS(=O)(=O)c2ccc(NS(=O)(=O)c3ccccc3)cc2)n1,0%,3%,0%,5%,-13%,-1%,1%,-7%,7%,-7%,-17
Cc1c(NC(=S)NNC(=O)CCC(=O)O)c(=O)n(-c2ccccc2)n1C,0%,.,0%,0%,-19%,-3%,3%,-2%,0%,10%,-6
Cc1cc(C(N)=O)c2cc(Br)ccc2n1,-3%,-3%,-8%,-13%,-16%[0.365 µM],3%,.,1%,3%,3%,10
CC1(C)SC2C(NC(=O)COc3ccccc3)C(=O)N2C1C(=O)O (configuration not stated),1%&-1%,13%&8%,-1%&-1%,14%&3%,-17%&-10%,-6%&-13%,-3%&-2%,1%,-1%&-1%,6%&-1%,-10&-29
CCC(=O)c1ccc(N2CCN(C(=O)c3ccccc3F)CC2)c(F)c1,8%,-2%,-14%,6%,19%,-4%,-14%[10 µM],2%,-10%,0%,19
Cc1sc2nc(-c3ccccc3)[nH]c(=O)c2c1-c1ccccc1,-3%,-6%,6%,-14%,30%,-2%,-6%,1%,-6%,.,.
CC(=O)c1cc(CN2CCC(N3CCC(C(=O)NC(C)C)CC3)CC2)cs1,-2%,2%,-3%,1%,3%,-2%,-3%,2%,-1%,3%,2
O=S(=O)(c1ccc(F)c(F)c1)N1CCN(c2ccccn2)CC1,-1%,-8%,0%,9%,-27%,0%,-8%,1%[11.5 µM],-1%,-10%,-7
CC(C)c1ccc(OCC(=O)NC(C)c2ccccc2)cc1 (configuration not stated),-2%,-11%,4%,-3%,27%,1%,8%,-9%[11.5 µM],-12%,27%,-6
COCC(C)n1c(SCC(=O)N2CCc3ccccc3C2)nc2ccccc2c1=O (configuration not stated),-3%,-15%,-9%,-12%,?,-7%,-6%,-1%,1%,-37%,-6
O=C(N/N=C/c1ccncc1)c1ccccc1,3%,0%,6%,4%,34%,-3%,0%,-9%,?,16%,-11
Cc1ccc(NC(=O)CSc2nncn2N)cc1C,-4%,-1%,5%,.,-2%,-2%,8%,-2%,1%,0%,-17
Cc1ccccc1NC(=S)N(CCN1CCOCC1)Cc1ccccc1F,-2%,-5%,-8%,0%,14µM*,1%,-25%,.,-1%,0%,-8
CCOC(=O)N1CCC(NCCNC(=O)c2ccc(Cl)cc2)CC1,-2%,-20%,-3%,-4%,-2%[0.365 µM],1%,.,2%,-2%,1%,22
Clc1cccc(C2Nc3cccc4cccc(c34)N2)c1,13%,?,-2%,?,-30%,8%,-11%,-3%[11.5 µM],?,-46%,-14
CCOC(=O)CCc1nc2ccccc2[nH]1,-3%,4%[11.7 µM],3%,4%,?,13%,4%,-3%,6%,26%,-4
CCCCCc1ccc(C(=O)CCCC)c(=S)[nH]1,-1%,-4%,0%,13%,2.5µM*,-3%,-23%,-10%,-3%,-2%,10
C#Cc1ccc(CN2CCC(Oc3cc(C(=O)NC4CC4)ccc3OC)CC2)cc1,1%,-7%,-3%,.,15%,-10%,-8%,-1%,5%,3%,-9
CC(C)[C@H](NC(=O)[C@@H]1Cc2ccccc2CN1)C(=O)Nc1ccc2c(c1)OCO2,22%,.,5%,1%,25%,7%,17%,.,?,-3%,-12

# This is a subset. The share of hits here may be higher or lower than overall.
